DT40 TDP1 no CPT = qHTS for Inhibitors of human tyrosyl-DNA phosphodiesterase 1 (TDP1): qHTS in cells in absence of CPT. Potency, µM (titrated, usually from 46.2 µM), for the others: top-dose activity change, negative = growth inhibition, actives largely listed as inhibitors. DT40 Tdp1-/- hTDP1 cells, no CPT, ATP luminescence, 48 h. 420,000 compounds, 15% hits. AID 686978, 2013; also: nearly all actives have a fitted effect of over 55% in size
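Growth kinetics read by CellTiter-Glo luminescence after ≥48 hr at 37 °C. Cells: DT40 Tdp1-/- stably carrying human TDP1, 400 per well, compound exposure in the absence of CPT (DMSO vehicle).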
DT40 TDP1 CPT = qHTS for Inhibitors of human tyrosyl-DNA phosphodiesterase 1 (TDP1): qHTS in cells in presence of CPT. AID 686979, 2013. Potency, µM (top dose mostly 46.2 µM), for the others: top-dose activity change, negative = growth inhibition, hits mostly inhibitors. chicken DT40 Tdp1-/-;hTDP1 cells + 20 nM CPT, ATP luminescence, 48 h. 420,000 compounds, 12% hits; also: nearly all actives have a fitted effect of over 55% in size
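Cell growth measured by CellTiter-Glo luminescence after a minimum 48 h, 37 C compound exposure with 20 nM CPT in Tdp1-knockout DT40 cells stably expressing hTDP1, seeded 400/well; qHTS titration format.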
KAT2A inh = qHTS Assay for Inhibitors of GCN5L2; GCN5L2 HAT assay, ThioGlo1 CoA-SH fluorescence; Potency, µM (doses to about 58.9 µM), inactives show top-dose activity change, negative = inhibition, usual class: inhibitors; 390,000 compounds, 0.21% hits; AID 504327, 2011
Target sequence (Q92830 whole entry, looked up): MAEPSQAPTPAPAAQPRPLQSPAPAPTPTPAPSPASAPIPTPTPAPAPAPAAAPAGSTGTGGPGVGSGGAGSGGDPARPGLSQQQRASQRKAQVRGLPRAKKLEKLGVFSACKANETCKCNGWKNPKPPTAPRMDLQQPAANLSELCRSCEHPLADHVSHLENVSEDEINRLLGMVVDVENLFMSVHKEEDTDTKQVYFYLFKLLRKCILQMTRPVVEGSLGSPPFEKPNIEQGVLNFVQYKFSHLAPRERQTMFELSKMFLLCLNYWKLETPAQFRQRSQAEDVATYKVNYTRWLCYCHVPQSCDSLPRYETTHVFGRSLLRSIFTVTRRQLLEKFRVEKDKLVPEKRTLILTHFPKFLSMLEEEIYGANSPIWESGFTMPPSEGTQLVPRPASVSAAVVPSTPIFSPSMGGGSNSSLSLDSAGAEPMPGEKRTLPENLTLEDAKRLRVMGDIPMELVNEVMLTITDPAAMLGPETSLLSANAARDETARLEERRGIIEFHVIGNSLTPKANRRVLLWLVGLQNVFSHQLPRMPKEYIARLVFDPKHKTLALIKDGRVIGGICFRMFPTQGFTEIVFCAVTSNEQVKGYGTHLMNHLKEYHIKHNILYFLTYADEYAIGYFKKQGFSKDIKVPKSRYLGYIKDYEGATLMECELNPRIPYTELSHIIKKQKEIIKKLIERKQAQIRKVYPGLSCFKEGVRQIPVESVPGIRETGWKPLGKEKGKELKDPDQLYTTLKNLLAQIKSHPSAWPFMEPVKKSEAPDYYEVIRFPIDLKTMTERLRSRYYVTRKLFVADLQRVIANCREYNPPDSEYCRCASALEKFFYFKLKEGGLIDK
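Free CoA generated was detected with ThioGlo1 (50uM) fluorescence at Ex340nm/Em540nm, read immediately and after 20 min at room temperature. Enzyme, 20 nM in HEPES pH 7.5 buffer, saw compounds 15 min before adding 75uM H3(1-25) peptide and 70uM acetyl-CoA.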
Numbers without * were called inactive; ? = inconclusive; nt = not tested or not shown; & = joins results of further samples; [ ] = remark or other dose. Calls follow the shape of the dose curve; as a rule, active = well fitted curve in the direction sought with a large enough effect; inconclusive = small, poorly fitted or top-dose-only effect, or another doubt; inactive = no such curve, though single readings can be large; an effect the other way counts as inactive or inconclusive. % is scaled to controls: 0 for no effect and ±100 for the full control effect; potency is read from the fitted curve at half-maximal effect.

SMILES	DT40 TDP1 no CPT	DT40 TDP1 CPT	KAT2A inh
CCN(CC)C1=NC=CC(c2ccccc2)=CC1C (stereo not given)	-10%	-5%	1%
CC(C)(C)c1ccc(OCCC(=O)NCCc2ccc(S(N)(=O)=O)cc2)cc1	?	?	-3%
CC(C)c1ccc(S(=O)(=O)c2ccc(NN)cc2)cc1	?	?	-8%
COc1ccc(CNC(=O)C(C)N2C(=O)NC3(CCCCCCC3)C2=O)cc1 (stereo not given)	0%	-22%	-2%
COc1ccc(C(O)c2ncc(-c3ccccc3Cl)[nH]2)cc1 (stereo not given)	-19%	-2%	nt
COc1ccc(CCNc2nc3cc(OC)c(OC)cc3c3nc(-c4cccnc4)nn23)cc1OC	-9%	-16%	-1%
Cc1ccc(S(=O)(=O)N2CCC(C(=O)Nc3ccc(S(=O)(=O)N4CCOCC4)cc3)CC2)cc1	?	?	nt
CSc1ncccc1C(=O)OCC(=O)c1[nH]c(C)c(C(C)=O)c1C	?	18µM*	-6%
COc1ccc(OC)c(S(=O)(=O)N2CCC(C(=O)NCc3ccc4c(c3)OCO4)CC2)c1	-21%	-22%	-2%
Cn1c(=O)n(-c2cccc(Cl)c2)c(=O)c2c3c(sc21)COC(C)(C)C3	2%	-26%	2%
CCCNC(=O)c1cc2c(c(-c3cccc(-c4ccc(F)cc4)c3)n1)[C@@H](CCO)N(S(=O)C(C)(C)C)C2 (stereo not given in full)	?	?	nt
Cc1csc(SCC(=O)NC2CCCCC2)n1	5%	-3%	2%
CCOC(=O)[C@]12CCC=C1N(Cc1cccc3ccccc13)C(=O)[C@H](CC(=O)NCc1ccc(C)o1)C2	23µM*	16µM*	nt
CN1CCN(C(=S)SCC(=O)Nc2nc(-c3ccccc3)c(-c3ccccc3)o2)CC1	?	-5%	58%[activator]
O=C1CSC(c2ccc(Cl)cc2)N1c1cccnc1 (stereo not given)	-19%	0%	1%
CCCCn1c(SCC(=O)NC(=O)NCc2ccco2)nc2cc(S(N)(=O)=O)ccc21	?	-29%	-6%
Cc1cccc2cc(=O)[nH]c(C)c12	-3%	-15%	?
COc1ccccc1/C=N/NC(=O)c1sc(C)nc1C	-12%	12%	-4%
C[C@H](CO)N1C[C@H](C)[C@@H](CN(C)Cc2ccncc2)Oc2c(NS(=O)(=O)c3cn(C)cn3)cccc2C1=O	-1%	6%	-2%
O=C(NCc1ccccc1)C1=C[C@H](c2ccc(Br)cc2)C[C@H](OCc2ccc(CO)cc2)O1	?	?	-16%

The closing two entries of the section above are carried over, then new ones follow.
SMILES	DT40 TDP1 no CPT	DT40 TDP1 CPT	KAT2A inh
C[C@H](CO)N1C[C@H](C)[C@@H](CN(C)Cc2ccncc2)Oc2c(NS(=O)(=O)c3cn(C)cn3)cccc2C1=O	-1%	6%	-2%
O=C(NCc1ccccc1)C1=C[C@H](c2ccc(Br)cc2)C[C@H](OCc2ccc(CO)cc2)O1	?	?	-16%
CCCCCCCCN1[C@@H](CC(=O)O)c2ccc(C(F)(F)F)cc2S1(=O)=O	?	?	nt
Cc1ccc(S(=O)(=O)c2cc(N3CCOCC3)nc(-c3ccccc3)n2)cc1	-12%	5%	-3%
Oc1ccccc1-c1nnc(COc2ccc(Cl)cc2Cl)o1	?	21µM*	-1%
CC1=C(C(=O)N2CCOCC2)CC(CC(=O)NCc2cccs2)C(=O)N1CCC1=CCCCC1 (stereo not given)	?	?	nt
CCOC(=O)c1cc2c(=O)n3ccccc3nc2n(CCOC)c1=NC(=O)C(C)(C)Oc1ccc(Cl)cc1	15%	0%	-4%
Cc1ccc(NC(=O)NCc2ccc3c(c2)OCO3)c(C)c1	-3%	1%	1%
N#CCc1c(C#N)c(N)nc(N2CCN(c3ccc(F)cc3)CC2)c1C#N	?	?	-1%
O=C(Nc1cccnc1)c1cnc2ccccc2n1	?	-17%	-6%
COc1ccc2c(c1)SCC/C2=C\CN1C(=O)CCC1=O	-22%	-21%	-1%
CCOC(=O)c1c(C)[nH]c(C(=O)CSc2nnc(C3CC3)n2N)c1C	?	?	-5%
CC(=O)N1CCC(C(=O)N2c3ccccc3N=C(c3ccc4c(c3)OCO4)C2C(=O)NCc2ccccc2)CC1 (stereo not given)	-24%	-21%	nt
Cc1cc(OCc2cc(C(=O)N(Cc3nccn3C)C(C)C)no2)cc(C)c1Cl	6.5µM*	16µM*	-3%
CCN1CCN(S(=O)(=O)c2ccc(OC)c(Br)c2)CC1	?	-9%	-4%
O=C(NC1CCCCCC1)c1cc2ccccc2oc1=O	?	-24%	-15%
Cc1cccc(NC(=O)Nc2ccc([N+](=O)[O-])cc2)n1	-8%	-4%	-3%
O=C(Nc1cccnc1)c1ccc(Br)c(S(=O)(=O)N2CCCC2)c1	?	?	-8%
CCCCNCC1C(Oc2ccc(Cl)cc2)C(=O)N1c1ccccc1C (stereo not given)	15µM*	?	-4%
COc1ccc(C2N(c3ccc4c(c3)OCCO4)C(=O)C2(F)F)cc1OC (stereo not given)	-2%	-17%	6%
CCOC(=O)[C@H]1[C@H]2COc3ccc(OC)cc3[C@@H]2N2C(=O)c3cc(F)c(F)cc3NC(=O)[C@@]12C	?	?	-8%
O=C(CSc1ccc2nnc(-c3ccccc3)n2n1)N1CCCc2ccccc21	-28%	4%	0%
CN1CCN(C(=O)c2cnn3c2NC(c2ccccc2)CC3C(F)(F)F)CC1 (stereo not given)	12%	11%	-6%
CCSc1nc2ccccc2n1CC(N)=O	-7%	-17%	2%
Cc1occc1C(=O)NCc1ccccc1	-27%	-4%	-9%
O=C(COc1ccccc1F)Nc1nnc(SCc2cc(=O)n3ccccc3n2)s1	-3%	1%	-8%
COc1cccc(CN2CC(C(=O)NC3CCC(O)CC3)CCC2=O)c1 (stereo not given)	1%	1%	-2%
O=C(CN1C(=O)c2ccccc2C1=O)C(O)CN1C(=O)c2ccccc2C1=O (stereo not given)	-14%	-12%	nt
CC(=O)c1cccc(NC(=O)N2CCCC2C(=O)NCc2ccc(C)cc2)c1 (stereo not given)	-3%	0%	-13%
CN1CCC(N(C)CC(O)c2ccccc2)CC1 (stereo not given)	0%	-5%	-8%
Cc1ccc(-c2nnc(SCC(=O)Nc3ccc4c(c3)OCCO4)n2N)cc1	-27%	-12%	-2%
Fc1ccc(-c2cc(-c3nc(-c4ccc(Cl)cc4)no3)[nH]n2)cc1	?	?	3%
C/C(CC(=O)NC1CCCCC1)=N\NC(=O)COc1ccc(C)cc1Br	-26%	-12%	-6%
Cc1cccc(C(=O)NC2CCN(S(=O)(=O)c3ccc(F)cc3)CC2)c1	-5%	?	-2%
COc1ccccc1N1CCN(C(=O)c2ccco2)CC1	-1%	-4%	-17%
O=C(Nc1cccc(F)c1F)C1CCN(c2ncccn2)CC1	-23%	-19%	-3%
C/C(CC(=O)N1CCN(C=O)CC1)=N\NC(=O)c1ccc(Cl)cc1	-6%	5%	19%
COc1cccc(NC(=O)CSc2nc3ccccc3c(=O)n2CCCC(=O)NCC2CCCO2)c1 (stereo not given)	-4%	-25%	2%
C/C=C(/C)C(=O)Nc1cccc(C2=NOC3(C2)C[C@H](C(N)=O)N(C(=O)Cc2ccc([N+](=O)[O-])cc2)C3)c1 (stereo not given in full)	-10%	-29%	-9%
O=C(OCCCc1cc2ccccc2c(=O)o1)c1ccc(C(F)(F)F)cc1	-1%	9%	-6%
Cn1ncc(Br)c1C(=O)N1CCN(C(=O)c2ccco2)CC1	10%	-7%	-4%
O=C(O)CSCC(=O)N(c1ccccc1)c1ccccc1	-21%	4%	-5%

Single records (already shown).
Entry for O=C(CN1C(=O)c2ccccc2C1=O)C(O)CN1C(=O)c2ccccc2C1=O (stereo not given) : DT40 TDP1 no CPT: -14%; DT40 TDP1 CPT: -12%; KAT2A inh: nt
Entry for C/C(CC(=O)NC1CCCCC1)=N\NC(=O)COc1ccc(C)cc1Br : DT40 TDP1 no CPT: -26%; DT40 TDP1 CPT: -12%; KAT2A inh: -6%

Carrying on:
SMILES	DT40 TDP1 no CPT	DT40 TDP1 CPT	KAT2A inh
COc1ccc(-c2csc(NC(=O)CN3C(=O)C4CCCCC4C3=O)n2)c(OC)c1 (stereo not given)	-33%	?	-15%
Cc1ccc(NC(=O)CSc2nnc(-c3cc(C)[nH]n3)n2N)c(C)c1	3%	7%	-30%
O=[N+]([O-])c1ccc(-c2cn(-c3ccccc3F)c(=S)[nH]2)cc1	-24%	-28%	-5%
O=C(CN1C(=O)COc2ccccc21)N1CCN(C2CCCCC2)CC1	-30%	7%	-1%
CCn1ccnc1CN1CCC(n2nccc2NC(=O)CCc2ccccc2)CC1	0%	0%	-16%
Cc1ccc(S(=O)(=O)N/N=C\c2cc3c(cc2[N+](=O)[O-])OCO3)cc1	18µM*	10µM*	4%
CN(Cc1ccccc1)S(=O)(=O)c1nnc(NC(=O)c2ccccc2)s1	-8%&-24%	-18%&-30%	-1%&-13%
COc1ccc(CCNC(=O)CSc2nnc(-c3cccc(F)c3)o2)cc1OC	-4%	-23%	-6%
COc1ccccc1NC(=O)Cn1cc(C(=O)c2ccco2)c2ccccc21	-10%	-5%	-13%
CCOc1ccccc1OCCCC(=O)N1CCN(S(=O)(=O)c2ccccc2C#N)CC1	?	-16%	nt
COc1ccc(Nc2nc(C)cc(C)c2C(N)=O)cc1OC	-17%	-1%	?
COc1ccc(CNC(=O)C2CCNCC2)cc1	1%	-7%	0%
c1ccc(Cn2nnc3c(N4CCc5ccccc5C4)ncnc32)cc1	?	-12%	-7%
O=C(CCN1C(=O)C2CCCCC2C1=O)Nc1cc([N+](=O)[O-])ccc1Cl (stereo not given)	19%	-4%	-3%

Results in KAT2A inh and DT40 TDP1 no CPT, for some of the entries so far:
mol | KAT2A inh | DT40 TDP1 no CPT
COc1ccc(CCNC(=O)CSc2nnc(-c3cccc(F)c3)o2)cc1OC | -6% | -4%
COc1ccccc1NC(=O)Cn1cc(C(=O)c2ccco2)c2ccccc21 | -13% | -10%
CCOc1ccccc1OCCCC(=O)N1CCN(S(=O)(=O)c2ccccc2C#N)CC1 | nt | ?
COc1ccc(Nc2nc(C)cc(C)c2C(N)=O)cc1OC | ? | -17%
COc1ccc(CNC(=O)C2CCNCC2)cc1 | 0% | 1%
c1ccc(Cn2nnc3c(N4CCc5ccccc5C4)ncnc32)cc1 | -7% | ?
O=C(CCN1C(=O)C2CCCCC2C1=O)Nc1cc([N+](=O)[O-])ccc1Cl (stereo not given) | -3% | 19%

Compound activity from PubChem BioAssay.
